LEDGF integ inh: blocks HIV-1 LEDGF/p75-dependent DNA integration; TR-FRET IN-LEDGF/p75 DNA integration, Eu/Cy5; inhibition, % at 3.7 µM; 370,000 tested, 0.64% active;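 active = inhibition above the screen-wide mean plus 3 SD, cut at about 13% in these data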;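 also: signal is the Cy5 over europium emission ratio at 671 and 618 nm; 0% = plate median of compound wells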
TCR CD3 inh: human TCR-CD3 binding inhibition. TAMRA-labeled TCR probe fluorescence, biochemical. inhibition, % at 9.4 µM. 360,000 tested, 0.37% active. AID 651800; in the data active = inhibition above about 19%;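 also: recombinant mutant TCR 2C K166C tagged with TAMRA read by polarization; 0% = receptor in buffer alone and 100% = receptor with positive control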
PRMT1 FP inh: blocks human protein arginine methyltransferase 1 | 370,000 tested, 1.3% active | inhibition, % at 2.79 µM | recombinant PRMT1, activity-based probe fluorescence polarization | AID 652257 | Q99873;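 active = inhibition above about 21% made by adding two undisclosed values, limit read from the data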
HTRA1 inh: blocks human HTRA1 serine peptidase; inhibition, % at 5.96 µM; AID 504803; 340,000 tested, 0.5% active; recombinant HTRA1, FP-rhodamine activity-based probe, fluorescence polarization; Q92743; in the data active = inhibition above about 36%;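 also: 0% = enzyme with DMSO and 100% = wells lacking enzyme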
UHRF1 binding: UHRF1 methyl-DNA binding inhibition | Q96T88 | UHRF1 binding to methylated oligo, TR-FRET | inhibition, % at 4.4 µM | 370,000 tested, 0.75% active; in the data active = inhibition above about 21%;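 also: UHRF1 SRA domain binding a hemimethylated CpG hairpin DNA probe; 0% = median of test compound wells and 100% = reference inhibitor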
Target sequence (Q96T88 whole entry, looked up, the tested form may be a part): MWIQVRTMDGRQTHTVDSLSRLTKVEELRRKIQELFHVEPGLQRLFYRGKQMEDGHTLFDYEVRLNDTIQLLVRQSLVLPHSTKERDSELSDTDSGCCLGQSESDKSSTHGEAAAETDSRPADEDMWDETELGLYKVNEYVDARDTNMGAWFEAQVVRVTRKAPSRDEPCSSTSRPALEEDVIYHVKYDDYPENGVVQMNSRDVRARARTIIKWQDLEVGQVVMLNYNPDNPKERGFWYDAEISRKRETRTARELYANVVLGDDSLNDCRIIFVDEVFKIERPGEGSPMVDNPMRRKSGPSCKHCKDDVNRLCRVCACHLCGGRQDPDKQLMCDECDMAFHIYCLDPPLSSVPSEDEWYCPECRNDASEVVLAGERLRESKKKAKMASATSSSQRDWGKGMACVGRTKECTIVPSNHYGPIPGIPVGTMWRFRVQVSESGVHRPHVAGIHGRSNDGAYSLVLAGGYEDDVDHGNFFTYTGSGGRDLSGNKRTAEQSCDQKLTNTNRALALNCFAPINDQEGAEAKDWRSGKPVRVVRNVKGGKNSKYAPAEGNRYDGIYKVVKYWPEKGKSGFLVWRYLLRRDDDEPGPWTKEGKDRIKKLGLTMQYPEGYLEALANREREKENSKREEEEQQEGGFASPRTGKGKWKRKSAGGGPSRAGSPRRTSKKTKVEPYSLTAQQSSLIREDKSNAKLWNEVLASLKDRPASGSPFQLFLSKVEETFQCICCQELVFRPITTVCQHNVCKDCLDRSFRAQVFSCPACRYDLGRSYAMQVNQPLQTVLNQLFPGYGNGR
mABHD4 FP: inhibits mouse alpha/beta hydrolase domain 4. Q8VD66. purified mABHD4, FP-Rh probe fluorescence polarization. inhibition, % at 8.92 µM. 370,000 tested, 0.54% active. AID 720543;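 active = inhibition exceeding the mean over every tested compound plus 3 SD, cut at about 30% in these data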;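 also: 0% = plate median of compound wells and 100% = S159A mutant with DMSO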
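Test system: mouse ABHD4 enzyme, wild type. Reagent: FP-Rh fluorescent activity-based probe, added after compound pre-incubation. Timing: pre-incubation 45 min, probe exposure 60 min, at 25 °C. Technique: FP readout, ex 525 nm / em 598 nm. Benchmarks: high control S159A mutant with DMSO, low control median of compound wells.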
PG9 Ab binder: PG9 antibody binding by small molecule; TR-FRET gp120-PG9 antibody binding; inhibition, % at 6.7 µM; 360,000 tested, 0.43% active; in the data active = inhibition above about 8.5%
rCAG binder: r(CAG) repeat RNA binding | AID 651821 | TO-PRO-1 dye displacement fluorescence | 370,000 tested, 1.3% active | inhibition, % at 3 µM;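 active = inhibition above the plate cutoff, the mean of all test compounds on that plate plus 3 SD, cut at about 35% in these data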;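 also: 0% = DMSO alone and 100% = 100 µM mitoxantrone as full dye displacement; higher means more dye released from RNA so lower well fluorescence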
MBD2 DNA inh: blocks human MBD2 binding to methylated DNA; Q9UBB5; inhibition, % at 4.4 µM; TR-FRET, MBD2 binding to methylated oligonucleotide; 370,000 tested, 0.31% active; in the data active = inhibition above about 13%
Rev-erbA mod: modulates human Rev-erb alpha binding to DNA | activity, % at 10 µM | P20393 | 370,000 tested, 0.79% active | Rev-erbα–FITC-DNA binding, fluorescence polarization, 90 min;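 active = activity above about 14%, limit read from the data; passing the limit was not always enough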;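 also: 0% = DMSO wells with 35 nM protein and 100% = DMSO wells with 750 nM protein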
* = called active by the depositor; . = no result given. Not all compounds are listed, so the mix of outcomes need not match the whole.

item	Compound	LEDGF integ inh	TCR CD3 inh	PRMT1 FP inh	HTRA1 inh	UHRF1 binding	mABHD4 FP	PG9 Ab binder	rCAG binder	MBD2 DNA inh	Rev-erbA mod
1	CC1CCCC(C)N1C(=C(Cl)Cl)C(=C1SCCS1)[N+](=O)[O-] (configuration not stated)	5	2	1	2	5	-2	-1.2	4	3	6
2	CCN(CC)C(=O)c1sc2nc(Cc3ccccc3)[nH]c(=O)c2c1C	5	6	1	-14	0	37*	-0.9	0	-6	10
3	O=C(CN1CCN(S(=O)(=O)c2ccccc2)CC1)Nc1ccnn1C1CCCC1	-2	-5	-1	7	1	8	1.9	0	5	0
4	CC(C)=C1SC(N2CCN(Cc3ccccc3)CC2)=NC1=O	-1	7	2	3	-1	4	0.0	1	0	1
5	Nc1nc(NC(=O)c2ccccc2Cl)nn1-c1ccccc1	-3	-5	-1	.	1	-1	-1.1	-3	1	-2
6	CC(O)CNc1ncnc2nc[nH]c12 (configuration not stated)	4	-6	2	4	1	4	1.7	-3	3	-3
7	COc1ccc(S(=O)(=O)N(C)c2ccc(C(=O)N3CCN(c4ccccc4)CC3)cc2)cc1OC	-1	-6	3	-3	-1	-8	0.6	-7	-3	3
8	CCS(=O)(=O)N1Cc2cc(C(=O)NCC3CC3)nc(-c3cccc(-c4cccnc4)c3)c2[C@@H]1CCO	5	-1	7	.	4	-5	-0.2	2	7	8
9	Cc1cn(CC(=O)c2ccccc2)c2ccccc12	-3	-2	-1	-1	-1	2	0.3	-1	4	1
10	C=CCN(C(=O)c1csnn1)C(C(=O)NCc1ccc(F)cc1)c1ccccc1 (configuration not stated)	6	1	9	-2	2	-9	0.2	-6	7	5
11	COc1cc(C(CCN2CCCC2)c2c(OC)cc(OC)c3c(C)cc(=O)oc23)cc(OC)c1OC (configuration not stated)	-2	2	-1	-2	0	9	0.2	4	-1	-3
12	COc1ccc(C(=O)N=C2CCC(C#N)=C3c4cc(OC)c(OC)cc4CCN23)cc1	3	-3	-2	7	-2	-3	-2.6	-4	-5	2
13	Nc1cc(=O)[nH]c(SCC(=O)N2CCC(Cc3ccccc3)CC2)n1	2	-8	6	-1	3	-6	-2.6	4	-3	-2
14	Cc1ccc(S(=O)(=O)N2CCN(C(=O)COC(=O)Cc3cccc(C(F)(F)F)c3)CC2)c(C)c1	1	-6	0	-14	3	-19	-1.3	-5	9	0
15	Cc1cc(C)cc(NC(=O)c2cc(=O)c3ccccc3o2)c1	6	3	-4	-9	11	-2	1.2	-3	4	1
16	Nc1nonc1-n1nnc(C(=O)N/N=C/c2ccc(OCc3ccccc3F)cc2)c1CN1CCCCC1	4	8	-2	-3	1	-2	-2.6	4	0	-4
17	COc1ccc(-c2nc(CS(=O)CC(=O)N3CCOCC3)c(C)o2)cc1OC (configuration not stated)	-4	6	9	6	8	-8	-1.3	2	7	1
18	Cc1cccc(-c2nnc(SCC(=O)N3c4ccccc4CCc4ccccc43)n2C)c1	5	4	-2	-7	-1	-3	-0.1	1	-1	-2
19	CN1OC[C@@H]2CN(Cc3ccccc3)[C@H](c3cccc(N4CCOCC4)c3)C[C@@H]21	4	-6	-5	0	0	-3	-3.1	-1	-1	0
20	Cc1ccccc1C1c2[nH]c3ccccc3c2C[C@H]2C(=O)N(c3ccccc3C(=O)NCCCN3CCOCC3)C(=O)N12 (some centres not stated)	2	7	2	-27	1	-9	1.3	3	2	5
21	COc1ccc(Cn2c(C)cc(O)cc2=O)cc1	1	5	-1	.	0	-2	1.6	3	-6	-1
22	COc1cc(C(=S)N2CCOCC2)cc(OC)c1OS(=O)(=O)c1ccc(Cl)cc1	5	2	4	-3	-1	-6	1.7	-4	-2	2
23	CSc1ccccc1NC(=O)CSc1n[nH]c(C)c1[N+](=O)[O-]	-4	7	2	-3	-3	-12	-0.5	9	1	-2
24	O=C(CN1C(=O)NC2(CCCC2)C1=O)N1CCN(S(=O)(=O)c2ccc(Cl)c(C(F)(F)F)c2)CC1	1	3	-5	2	-2	-1	2.7	-5	0	2
25	C[C@H](NC(=O)N1CCn2c1nc1ccccc12)C(=O)N1CCCCC1	8	-8	-3	5	2	-8	0.9	1	0	4
26	Cc1ccc(C#N)c(SCc2nnc(-c3ccc(Cl)cc3)o2)n1	-1	6	1	-1	-2	2	0.0	0	3	0
27	Cc1ccccc1-c1cnc2c(c1)C(=O)N([C@@H](C)CO)C[C@@H](C)[C@H](CN(C)Cc1ccccc1F)O2	0	-3	-7	-4	0	1	1.1	1	-5	-5
28	Cc1cccc(C)c1-n1nnnc1C(c1ccnc2ccccc12)N(CCN(C)C)Cc1ccccc1 (configuration not stated)	4	4	-9	.	1	-2	1.1	1	-1	-1
29	O=C(N[C@@H]1CC[C@@H](CCNC(=O)C2CCOCC2)O[C@@H]1CO)c1ccncc1	-2	-4	6	.	4	-27	-0.8	-1	1	-1
30	COc1ccccc1N1CCN(c2ccc3c(c2)S(=O)(=O)c2cccc(C(=O)NCc4cccc(F)c4)c2C3=O)CC1	-2	7	-1	3	0	1	-1.2	8	-3	1

Entries listed above shown as hits in mABHD4 FP.
entry	SMILES	LEDGF integ inh	TCR CD3 inh	PRMT1 FP inh	HTRA1 inh	UHRF1 binding	mABHD4 FP	PG9 Ab binder	MBD2 DNA inh	Rev-erbA mod
2	CCN(CC)C(=O)c1sc2nc(Cc3ccccc3)[nH]c(=O)c2c1C	5	6	1	-14	0	37*	-0.9	-6	10

Values by screen from the list.
TCR CD3 inh for entries 19–22 → -6, 7, 5, 2
UHRF1 binding for entries 19–22 → 0, 1, 0, -1
mABHD4 FP for entries 19–22 → -3, -9, -2, -6

Back to the main list; the six compounds before the break are reprinted first.
item	Compound	LEDGF integ inh	TCR CD3 inh	PRMT1 FP inh	HTRA1 inh	UHRF1 binding	mABHD4 FP	PG9 Ab binder	rCAG binder	MBD2 DNA inh	Rev-erbA mod
25	C[C@H](NC(=O)N1CCn2c1nc1ccccc12)C(=O)N1CCCCC1	8	-8	-3	5	2	-8	0.9	1	0	4
26	Cc1ccc(C#N)c(SCc2nnc(-c3ccc(Cl)cc3)o2)n1	-1	6	1	-1	-2	2	0.0	0	3	0
27	Cc1ccccc1-c1cnc2c(c1)C(=O)N([C@@H](C)CO)C[C@@H](C)[C@H](CN(C)Cc1ccccc1F)O2	0	-3	-7	-4	0	1	1.1	1	-5	-5
28	Cc1cccc(C)c1-n1nnnc1C(c1ccnc2ccccc12)N(CCN(C)C)Cc1ccccc1 (configuration not stated)	4	4	-9	.	1	-2	1.1	1	-1	-1
29	O=C(N[C@@H]1CC[C@@H](CCNC(=O)C2CCOCC2)O[C@@H]1CO)c1ccncc1	-2	-4	6	.	4	-27	-0.8	-1	1	-1
30	COc1ccccc1N1CCN(c2ccc3c(c2)S(=O)(=O)c2cccc(C(=O)NCc4cccc(F)c4)c2C3=O)CC1	-2	7	-1	3	0	1	-1.2	8	-3	1
31	CC(C)(CNC(=O)c1ccccc1NS(C)(=O)=O)N1CCCCC1	1	3	1	2	0	2	-1.0	1	-2	-5
32	N/C(=N/OC(=O)c1ccccc1Cl)c1ncc([N+](=O)[O-])s1	2	3	0	57*	11	2	-1.0	1	2	3
33	COc1ccc(S(=O)(=O)N2CCCC(c3cc(C(=O)NCc4cccnc4)no3)C2)cc1 (configuration not stated)	2	4	-1	.	0	4	0.2	1	-4	-6
34	COc1cccc(C=Nc2ccccc2C#N)c1O	-4	9	-2	2	1	-1	-2.4	1	-1	-2
35	Cc1cc(C(=O)NNC(=O)CCCCC(=O)NNC(=O)c2cc(C)[nH]n2)n[nH]1	-4	-6	2	4	1	9	-0.8	1	3	-2
36	O=C(C1CC1)N1CCc2cc(Br)c(S(=O)(=O)NCCCN3CCCCC3)cc21	0	.	1	.	-4	1	.	5	1	0
37	COc1ccc(C(=O)Nc2nc3c(s2)Cc2cc(OC)ccc2-3)cc1	5	2	4	7	-8	19	-0.8	19	-4	-6
38	OCC(Cc1ccc2c(c1)OCO2)C(CO)Cc1ccc2c(c1)OCO2 (configuration not stated)	3	-5	-6	-3	-2	-7	-0.3	-4	-2	0
39	COCCN(C(=S)Nc1ccccc1C)C(C)c1cccnc1 (configuration not stated)	7	1	-3	-6	-3	0	-1.0	0	2	-1
40	COc1cc(OC)c(-n2cc(-c3ccc(Cl)cc3)[nH]c2=O)cc1Cl	-5	-8	3	-2	2	-2	-0.2	3	2	2
41	O=C(NN=C1CCCC1)c1sc2ccccc2c1Cl	4	-5	0	5	-5	6	-2.6	6	3	0
42	c1ccc2c(c1)[nH]c1nc(SCCN3CCOCC3)nnc12	-1	1	30*	4	-5	0	-1.5	2	-2	-1
43	CN(c1ccc(C(=O)NCCSCc2ccco2)cc1)S(C)(=O)=O	3	-3	3	1	0	2	-1.7	0	-4	-3
44	COc1ccccc1OCc1ccc(C(=O)N2CCN(C)CC2)o1	-1	-7	0	-3	-1	-9	-0.6	-4	-1	-9
45	O=C(c1cc2cc([N+](=O)[O-])ccc2oc1=O)n1cccn1	2	6	4	10	3	8	-1.6	13	-1	2
46	CSc1ncc(Cl)c(C(=O)NCc2ccc3c(c2)OCO3)n1	-1	0	-1	-2	0	1	-1.3	-2	1	-3
47	Cn1nnc(NC(=S)NC(=O)Cc2ccccc2)n1	0	5	-8	.	0	-1	1.1	-2	-3	7
48	CC(C)(C)NC(=S)NNC(=O)c1ccc2ncccc2c1	0	1	-3	0	-7	6	1.4	2	-4	-3
49	CC1Cc2ccccc2N1C(=O)C12CCC(C)(C(=O)C1)C2(C)C (configuration not stated)	-3	11	-5	6	-3	5	0.9	-9	-5	3
50	O=c1c2ccccc2ncn1-c1ccc2c(c1)OCCO2	-3	-3	-1	1	3	3	-2.2	-2	3	-2
51	C/C(=N\Nc1cc(-c2ccccc2)nc(-c2ccc(Br)cc2)n1)c1cccc(N)c1	1	-3	1	-9	3	-9	-2.4	43*	2	3
52	CC(C)(C(=O)c1ccccc1)/[N+]([O-])=C/c1ccc(F)cc1	1	3	1	-2	1	-2	-1.8	5	-4	-2
53	COc1ccccc1NC(=O)C(C/C=C(\C)Cl)C(C)=O (configuration not stated)	1	13	-2	-4	-1	-3	1.1	0	-4	1
54	O=C(C[C@@H]1C/C=C/CC[C@@H](Cc2ccc(F)cc2)C(=O)O[C@@H](c2ccccc2)CNC1=O)NCCO	0	-1	1	5	-2	4	-1.1	-9	1	-6
55	CCc1c(C)sc(NC(=O)CCc2ccc(OC)cc2)c1C(N)=O	6	1	-5	-8	-2	-3	1.2	-1	-7	-2
56	CCOCCCNC(=O)c1ccc(N(C)S(=O)(=O)c2ccc(OC)cc2)cc1	4	-2	2	1	3	-6	1.0	-2	8	1

An excerpt taken from the entries so far, as a working copy:
item	Compound	LEDGF integ inh	TCR CD3 inh	PRMT1 FP inh	HTRA1 inh	UHRF1 binding	mABHD4 FP	PG9 Ab binder	rCAG binder	MBD2 DNA inh	Rev-erbA mod
38	OCC(Cc1ccc2c(c1)OCO2)C(CO)Cc1ccc2c(c1)OCO2 (configuration not stated)	3	-5	-6	-3	-2	-7	-0.3	-4	-2	0
39	COCCN(C(=S)Nc1ccccc1C)C(C)c1cccnc1 (configuration not stated)	7	1	-3	-6	-3	0	-1.0	0	2	-1

From PubChem BioAssay
